FN deposit inh: fibronectin deposition inhibition. AH1F fibroblasts, Alexa488-fibronectin deposition fluorescence, overnight. 350,000 compounds, 0.086% hits. inhibition, % at 12.6 µM;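 active means mean inhibition across replicates of 30% or more, regardless of how many single replicates reach that level; inconclusive means mean under 30% yet at least half of replicates reach 30%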;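 further: positive control wells lacked labelled fibronectin entirely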
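Material – AH1F fibroblast monolayer, labelled fibronectin deposition · Reagent – labelled fibronectin 24 nM · Timing – 1 h adhesion, overnight exposure · Measured by – fluorescence at 485 nm excitation, 525 nm emission · Read-out – inhibition of fibronectin deposition signal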
PAX8 inh HTS: PAX8 transcriptional activity inhibition; inhibition, % at 12.6 µM; 360,000 compounds, 1.2% hits; RMG-I TPO-luciferase reporter, SteadyGlo, 24 h; AID 652154;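 active means mean replicate inhibition at least 60% with every replicate also reaching 60%; inconclusive means only one of the two criteria is met; inactive means mean below 60% and not all replicates reaching 60%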;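 further: luciferase light reporting Pax8 driven TPO promoter activity; plate controls were median of neutral control wells for no effect and mitoxantrone controls for full effect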
EWS-Fli inh: EWS/Fli transcriptional activity inhibition; A673 NR0B1-luciferase reporter, viability-normalised; 350,000 compounds, 0.67% hits; AID 651661; inhibition, % at 12.6 µM;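 active means mean inhibition of at least 50% after viability correction, with every replicate also passing that limit; inconclusive means mean reaches 50% but only one of two replicates passes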;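 further: firefly luciferase signal divided by Alamar Blue viability fluorescence both relative to DMSO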
CASP6 VEID inh: blocks human caspase-6 cleavage activity | purified caspase-6, Z-VEID-R110 cleavage fluorescence | inhibition, % at 12.5 µM | 350,000 compounds, 0.53% hits | AID 686996;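 active means mean inhibition across replicates at least about 35%, with every replicate also reaching that limit, limit read from the data; inconclusive means only one of the two criteria met; inactive means neither criterion met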;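 further: 0% = median of neutral control wells and 100% = no fluorescence left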
Target sequence (P55212 24-179 limits assumed): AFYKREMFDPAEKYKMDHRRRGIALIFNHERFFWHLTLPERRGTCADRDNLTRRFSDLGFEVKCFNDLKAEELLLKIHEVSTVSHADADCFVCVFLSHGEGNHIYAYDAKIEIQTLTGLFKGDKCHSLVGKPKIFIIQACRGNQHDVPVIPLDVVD
Target sequence (P55212 194-293 limits assumed): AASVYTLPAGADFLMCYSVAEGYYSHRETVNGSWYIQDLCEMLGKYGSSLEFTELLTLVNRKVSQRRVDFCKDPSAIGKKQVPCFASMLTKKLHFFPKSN
Cneo AK release: Cryptococcus neoformans lysis via adenylate kinase release. C. neoformans lysis, adenylate kinase release luminescence, 4 h; normalised: neutral wells 0, clomiphene wells 100. lysis activity, % at 15 µM. 360,000 compounds, 0.2% hits;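 active means mean lysis activity across replicates of at least 80%, whatever share of replicates individually reach that level; inactive means mean lysis activity below 80%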
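Assay system: Cryptococcus neoformans yeast cells / Dosing: single-point compound dose / Timing: 4 h at 37 °C static, read 1 h later / Measured by: luminescence of released adenylate kinase using an AK detection reagent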
PGC1a acetyl inh: lowers PGC1a acetylation signal in U2OS cells; AlphaScreen anti-acetyl-lysine; with virally co-expressed GCN5 acetyltransferase; inhibition, % at 15.6 µM; 350,000 compounds, 0.17% hits; AID 651687;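 active means every replicate shows inhibition of at least 40%; inconclusive means mean inhibition at least 40% but some replicate below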;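 further: 0% = neutral control wells and 100% = positive control wells; some results beyond the cut were filed as inactive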
miR-122 sensor: miR-122 inhibition in Huh7 cells | Huh7 miR-122 Renilla luciferase sensor, 48 h; neutral wells = 0, positive control = 100 | activation (reporter increase), % at 12.5 µM | 340,000 compounds, 0.3% hits | AID 602342;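 active means mean replicate activation score at least 90 and every replicate individually at or above 90; inconclusive means only one of the two criteria met; inactive means neither criterion met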;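 further: higher luciferase means less miR-122 activity so hits act as miR-122 inhibitors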
LGR2 inh: Drosophila LGR2 receptor signaling inhibition | 380,000 compounds, 0.35% hits | HEK293 LGR2, CRE-luciferase, bursicon-stimulated, 4 h | AID 720647 | inhibition, % at 9.99 µM;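 active means drop in luminescence signal, shown as inhibition above about 50% in the replicate tests, limit read from the data, passing the limit was not always enough; inconclusive means probably only some replicates passing the limit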;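 further: agonist challenge used bursicon conditioned medium at about half maximal strength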
* = called active by the depositor; ? = inconclusive; . = no result given; [ ] = another dose, or the depositor's remark.

SMILES	FN deposit inh	PAX8 inh HTS	EWS-Fli inh	CASP6 VEID inh	Cneo AK release	PGC1a acetyl inh	miR-122 sensor	LGR2 inh
CCN(CC(=O)Nc1ccc(NC(C)=O)cc1)C(=O)c1cc(C)on1	2.7	-4.6	-2.9	-118.9	.	.	-2.5	-2.5
COc1ccc(NC(=O)Nc2ccc3c(c2)CCC3)c(OC)c1	9.0	-1.3	-29.2	0.7	1.8	.	-1.6	-6.7
COc1ccc2[nH]c(=O)cc(C(=O)O)c2c1	10.4	9.0	11.1	26.4	.	.	.	33.9
O=C(Nc1cc([N+](=O)[O-])ccc1Cl)C1CC1	-3.2	6.6	-14.1	5.4	-5.2	6.1	-5.6	-11.2
CC(NCC1(N2CCOCC2)CCCCC1)C(=O)Nc1ccc(Cl)cc1Cl (stereo unspecified)	.	14.7	-0.6	-2.2	.	-0.2	.	-11.4
Cc1ccc(NC(=O)CN(C)C(=O)c2ccccn2)cc1	-7.4	8.8	-3.8	-2.8	0.4	.	.	-15.5
CC(C)c1ccc(C2/C(=C(/O)c3ccc(F)cc3)C(=O)C(=O)N2CCCN2CCOCC2)cc1 (stereo unspecified)	-6.3	-1.2	-0.3	2.5	-0.2	-6.7	-5.2	7.1
Cc1ccc(S(=O)(=O)N(C)C[C@@H]2Oc3ccc(NC(=O)C4CCCCC4)cc3C(=O)N([C@H](C)CO)C[C@@H]2C)cc1	.	17.6	4.9	-0.4	0.8	.	7.3[16.7 µM]	.
CC(=O)Nc1ccc(C(=O)N2CCCC(c3cc(C(=O)Nc4ccccc4Cl)no3)C2)cc1 (stereo unspecified)	9.7	-2.5	-3.0	3.7	-3.0	0.4	0.2	1.0
C[C@H]1CCCCO[C@H](CN(C)C(=O)Nc2ccc(F)cc2)[C@@H](C)CN([C@@H](C)CO)C(=O)c2cc(NC(=O)CCCN(C)C)ccc2O1	.	-16.4	-3.3	-3.1	0.7	-2.9	-7.5[16.7 µM]	5.1
CC(C)NC(=O)Nc1ccc2c(c1)C(=O)N([C@@H](C)CO)C[C@H](C)[C@H](CN(C)C(=O)c1ccncc1)OCCCC[C@@H](C)O2	4.3	-30.9	.	3.5	1.1	-5.0	-4.0[16.7 µM]	-0.1
C=C[C@@H](COC(=O)c1ccc([N+](=O)[O-])cc1)N(Cc1ccc(OC)cc1)S(=O)(=O)c1ccc(Br)cc1	.	4.5	-10.4	-0.1	-6.0	-8.4	.	.

Structures shown so far that contain a Cl atom (three):
SMILES	FN deposit inh	PAX8 inh HTS	EWS-Fli inh	CASP6 VEID inh	Cneo AK release	PGC1a acetyl inh	miR-122 sensor	LGR2 inh
O=C(Nc1cc([N+](=O)[O-])ccc1Cl)C1CC1	-3.2	6.6	-14.1	5.4	-5.2	6.1	-5.6	-11.2
CC(NCC1(N2CCOCC2)CCCCC1)C(=O)Nc1ccc(Cl)cc1Cl (stereo unspecified)	.	14.7	-0.6	-2.2	.	-0.2	.	-11.4
CC(=O)Nc1ccc(C(=O)N2CCCC(c3cc(C(=O)Nc4ccccc4Cl)no3)C2)cc1 (stereo unspecified)	9.7	-2.5	-3.0	3.7	-3.0	0.4	0.2	1.0

Going on with the list:
SMILES	FN deposit inh	PAX8 inh HTS	EWS-Fli inh	CASP6 VEID inh	Cneo AK release	PGC1a acetyl inh	miR-122 sensor	LGR2 inh
CSc1ccccc1NC(=O)c1cc(C2CC2)on1	-4.9	-38.7	-4.5	-2.2	-3.8	.	-0.5	.
CN(C)c1ccc(C(=O)Nc2ccc(O)c3c(=O)cc(-c4ccccc4Cl)oc23)cc1	-3.5	-9.4	7.0	-1.4	-0.9	-7.4	-2.2	9.7
COc1ccc(S(=O)(=O)Nc2ccccc2C(=O)OC2CCCN(C)C2)cc1OC (stereo unspecified)	.	.	.	.	4.1	7.3	11.7	-15.6
O=C(COc1cc2oc(=O)c3c(c2cc1Cl)CCC3)NCCCN1CCOCC1	9.8	-4.5	0.0	-2.7	0.3	-10.7	-0.6	0.8
CC1CCCCN1CCn1c(=S)[nH]c2cc3c(cc2c1=O)OCO3 (stereo unspecified)	0.9	11.3	2.4	-3.7	3.7	1.0	-2.5	13.7
COc1cc(NS(=O)(=O)c2ccc3c(c2)NC(=O)CO3)cc(OC)c1	2.3	2.1	.	-1.5	1.8	0.6	71.1	14.2
COc1ccc(-c2cnc3c(NC=O)cc(-c4ccc(F)cc4)cn23)cc1OC	11.2	69.2*	33.5	-0.4	-1.3	-14.4	16.2	-25.7
C[C@@H]1CN([C@@H](C)CO)C(=O)c2cccc(NC(=O)c3ccc(-c4nccs4)cc3)c2O[C@H]1CN(C)Cc1ccc(C(=O)O)cc1	.	.	-4.7	-5.1	-2.2	13.0	-1.8[16.7 µM]	-23.9
Cc1nc(NCCc2ccc(O)cc2)c2nnn(Cc3ccccc3)c2n1	6.3	-12.9	25.5	0.2	-1.0	-4.9	-12.1	-1.3
O=C(Nc1nnc([C@@H]2O[C@H](CO)[C@@H](O)[C@H]2O)s1)Nc1ccccc1C(F)(F)F	7.0	-10.2	1.7	18.8	0.3	-1.4	5.9	11.7
CN(C(=O)c1cccc(NC(=O)Cc2ccc(NC(=O)C3CCN(C(=O)C4CCC4)CC3)cc2)c1)C1CCCC1	8.1	10.5	-4.7	-0.8	-0.9	-7.8	-4.8	3.4
COc1cc(/C=N/NC(=O)CSc2ccccn2)ccc1O	-2.0	0.9	2.1	-2.7	.	.	.	9.7
C[C@H]1CN([C@@H](C)CO)C(=O)c2cccc(NC(=O)c3ccc(-c4nccs4)cc3)c2O[C@@H]1CN(C)C	16.9	6.0	7.1	0.5	50.8	-16.9	14.9[16.7 µM]	-6.7
Cn1nc(C(=O)Nc2nnc(C3CC3)s2)c2ccccc2c1=O	6.8	4.3	6.7	4.9	.	-16.4	.	5.9
CS(=O)(=O)N(Cc1ccccc1)c1ccc(C(=O)Nc2ccc(C(N)=O)cc2)cc1	-2.4	25.6	20.2	1.3	-2.0	-1.2	5.9	16.3
C=CCn1c(CCNC(=O)c2ccccc2F)nnc1SCC(=O)Nc1nc2ccccc2s1	8.6	.	.	.	0.2	-7.4	-1.2	19.4
Cc1ccc(S(=O)(=O)Nc2ccc3c(c2)CC(=O)N([C@H](C)CO)C[C@H](C)[C@H](CN(C)C(=O)Nc2ccc(F)cc2)O3)cc1	.	5.9	2.4	.	.	-4.1	-4.9[16.7 µM]	-9.3
C[C@@H]1CN([C@H](C)CO)C(=O)c2cc(NS(=O)(=O)c3cn(C)cn3)ccc2O[C@@H](C)CCCCO[C@@H]1CN(C)Cc1ccc(C(F)(F)F)cc1	.	.	0.1	0.1	-0.1	1.9	5.5[16.7 µM]	1.0
C[C@@H]1CN([C@H](C)CO)C(=O)c2cc(C3=CCCCC3)cnc2O[C@H]1CN(C)Cc1ccccc1F	-17.6	17.8	10.1	1.5	-2.9	-17.5	50.5[16.7 µM]	7.6
CC(C)c1ccc(N(C(=O)CNC(=O)c2ccco2)C(C(=O)NC2CCCC2)c2cccnc2)cc1 (stereo unspecified)	-4.1	12.2	-0.3	-0.9	.	.	-11.0	-17.1
CCOc1cc2c(cc1OCC)C(c1ccc(F)cc1)NCC2 (stereo unspecified)	3.8	-21.3	1.1	-0.3	-0.5	.	1.1	1.5
Cc1nc(C)n(CC(=O)N2CCCC(C(=O)c3ccc(Cl)cc3C)C2)n1 (stereo unspecified)	-1.0	12.2	-3.6	0.4	.	.	.	-13.5
CCCCOc1ccc(/C=C/C(=O)OCC(=O)c2c(N)n(C)c(=O)n(C)c2=O)cc1OCC	.	13.0	5.3	6.9	.	?	-2.9	4.3
O=S(=O)(Cc1ccccc1)N1CCC(N2CCN(c3ccccc3)CC2)CC1	8.6	.	.	.	-0.4	-10.1	4.2	.
CC1(c2ccccc2)NC(=O)N(N)C1=O (stereo unspecified)	-13.5	-0.3	3.4	-1.1	.	-14.2	0.8	30.7
O=C(COC(=O)c1ccccc1SCC(=O)N1CCCC1)NCc1ccccc1	0.5	-23.6	-6.9	2.6	-1.3	.	-4.9	-3.5
CSc1ccccc1NC(=O)CN(Cc1ccc(Cl)cc1)S(C)(=O)=O	.	.	.	.	2.0	-8.7	-0.1	6.9
COc1ccc(N2CCN(C(C)=C3C(=O)c4ccccc4C3=O)CC2)cc1	-6.4	-1.6	-3.7	1.4	.	0.6	.	-17.8
CC(C)NC(=O)Nc1ccc2c(c1)C(=O)N([C@@H](C)CO)C[C@H](C)[C@H](CN(C)S(=O)(=O)c1cccs1)O2	8.6	.	1.5	.	.	-3.6	3.6[16.7 µM]	0.4
Cc1c(NC(=O)COc2ccc3ccc(=O)oc3c2)c(=O)n(-c2ccccc2)n1C	2.3	0.4	-4.5	0.5	.	.	-3.1	14.9
N#Cc1ccccc1OCC(=O)Nc1ccc2c(c1)OCCO2	-3.4	-216.1	-101.0	2.7	-1.9	-6.2	-8.8	-62.1
Cc1cccc(OCC(=O)Nc2ccc3c(c2)nc(CN2CCCCC2)n3C)c1	1.2	15.2	-12.6	-13.9	.	2.5	.	0.4
Cc1ccc2nc(N3CCN(Cc4nnnn4C4CCCC4)CC3)c(C#N)cc2c1	9.8	-2.5	.	.	-1.5	1.8	-4.0	.
CC1(Oc2cnc(Cl)c3ccccc23)CCN(Cc2ccc(-c3ccccn3)cc2)C1 (stereo unspecified)	3.3	-5.9	-0.2	0.5	1.3	.	1.5	-0.6
O=C(NCc1ccc(S(=O)(=O)NC2CCCCC2)s1)c1ccccc1	-4.3	0.4	7.9	0.2	.	-8.7	.	-0.2
COc1ccc(Cn2nnnc2C(c2ccc(N(C)C)cc2)N2CCC(C)CC2)cc1 (stereo unspecified)	.	.	.	.	-0.1	48.9	-1.9	14.8

Of the compounds above, these have a nitro group on carbon.
SMILES	FN deposit inh	PAX8 inh HTS	EWS-Fli inh	CASP6 VEID inh	Cneo AK release	PGC1a acetyl inh	miR-122 sensor	LGR2 inh
O=C(Nc1cc([N+](=O)[O-])ccc1Cl)C1CC1	-3.2	6.6	-14.1	5.4	-5.2	6.1	-5.6	-11.2
C=C[C@@H](COC(=O)c1ccc([N+](=O)[O-])cc1)N(Cc1ccc(OC)cc1)S(=O)(=O)c1ccc(Br)cc1	.	4.5	-10.4	-0.1	-6.0	-8.4	.	.

Carrying on.
SMILES	FN deposit inh	PAX8 inh HTS	EWS-Fli inh	CASP6 VEID inh	Cneo AK release	PGC1a acetyl inh	miR-122 sensor	LGR2 inh
O=C1CN(C(=O)c2ccccc2Cl)c2ccccc2N1	8.4	10.3	-17.2	1.0	9.2	4.1	-3.8	7.3
O=C(Nc1ccc(Cc2nc3ccccc3s2)cc1)c1ccncc1	-2.1	-48.1	-1.3	-3.2	-1.4	-12.0	7.5	7.2
COc1ccc(NC(=O)CSc2nnc(-c3cccnc3)s2)cc1	-2.3	-20.6	-16.4	-4.8	-0.1	.	.	-0.5
CCS(=O)(=O)N1CCC2(CC1)CN(C(=O)NC(C)C)[C@@H](CO)c1c2c2ccc(OC)cc2n1C	.	-11.6	-8.4	1.4	.	0.8	.	-1.3
Cc1ccc(-c2cc(C(=O)Nc3sc4c(c3C(=O)NCc3ccco3)CCC4)[nH]n2)c(O)c1	-0.3	7.4	7.8	-0.9	0.7	-5.5	21.0	-4.1

Screens deposited in PubChem by Broad Institute.
